High-throughput results as filed in PubChem.
MRP resist rev – compounds reversing MRP-mediated drug resistance. H69AR cells + 2 uM doxorubicin, CellTiter-Glo, 72 h. differential viability (reversal), % at 10 µM. 0.04% of 85,000 active. AID 602;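 active = viability drop by adding the cancer drug above about 55%, with treated viability meeting a 40% cutoff, limit read from the data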;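 note: viability without doxorubicin minus viability with 2 µM doxorubicin for each compound; larger differential means the compound sensitizes cells more to doxorubicin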
PLAP inhibition – inhibition of human placental alkaline phosphatase – biochemical, luminescence, HTS (AID 690) | 0.08% of 96,000 active | inhibition, % at 20 µM; hits with a dose series show IC50 in µM | purified PLAP, luminescent substrate; higher % means a stronger effect; in the data active = a potency from the dose series; inactive = the rest, 99 in 100 with inhibition below about 30%; note: strong numbers were not always called active
IL1B NFkB inh – blocks IL-1B driven NFkB nuclear translocation in HUVEC cells. HUVEC IL-1B NFkB p65 nuclear translocation imaging. inhibition, % at 2 µM. 0.43% of 94,000 active. AID 796;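 active = inhibition above about 30% together with a positive call from visual inspection of the well image, limit read from the data; inconclusive = inhibition above a set limit but visual check negative; inactive = inhibition not above a set limit, visual check negative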;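 note: nuclear over cytoplasmic p65 intensity ratio measured by imaging; 0% = IL-1B stimulated DMSO wells and 100% = unstimulated DMSO wells; values of inactives mirror those of a sister screen read the other way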
IL1B NFkB pot – enhances IL-1B driven NFkB nuclear translocation; activation, % at 2 µM; 0.3% of 94,000 active; HUVEC IL-1B NFkB p65 nuclear translocation imaging; AID 819;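 active = activation above 40%, about the mean plus 3 SD, also judged a hit on visual image review; inconclusive = activation above 40% but not a hit on visual review; inactive = activation not above 40% and no visual hit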;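 note: percent activation is computed from the nuclear over cytoplasmic p65 intensity ratio; values of inactives mirror those of a sister screen read the other way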
Bcl-B TR3 displacers – displacers of TR3 peptide from Bcl-B, primary screen, selectivity assay for Bfl-1 inhibitor project, biochemical, fluorescence polarization; FP displacement of FITC-TR3 peptide from Bcl-B; higher % means a stronger effect; AID 748; 0.11% of 96,000 active; displacement, % at 20 µM; hits with a dose series show IC50 in µM;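 active = displacement above 50% at 20 µM plus a fluorescence interference ratio under 1.5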;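 note: plate controls were wells without compound for no effect and wells lacking Bcl-B protein for full effect; a part of the inactive calls stands beside numbers as strong as those of hits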
MRP resist rev cytotoxicity – recorded beside MRP resist rev, whose call it bears; viability, %; H69AR cells, CellTiter-Glo, 72 h; measured here: cytotoxicity without doxorubicin
MRP resist rev with doxorubicin – recorded beside MRP resist rev, whose call it bears; viability, %; measured here: viability with 2 uM doxorubicin; stronger effect = lower value
IL1B NFkB inh cell count 2 µM – also measured in IL1B NFkB inh; calls as there; cell count; measured here: cells passing quality filter;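 raw number of nuclei counted in each imaged well without normalization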
IL1B NFkB pot cell count 2 µM – second read-out of IL1B NFkB pot, no call of its own (marks repeat the call); cell count; measured here: cells passing quality filter
An asterisk follows results filed as active; ? = inconclusive; . = no result given.

SMILES	MRP resist rev	MRP resist rev cytotoxicity	MRP resist rev with doxorubicin	PLAP inhibition	IL1B NFkB inh	IL1B NFkB inh cell count 2 µM	IL1B NFkB pot	IL1B NFkB pot cell count 2 µM	Bcl-B TR3 displacers
CC(=O)Nc1ccc(NC(=O)C(F)(F)F)cc1	-7	96	103	.	9	164	-9	164	.
Cc1ccc(C(=O)NCC(C)(C)N2CCOCC2)s1	.	.	.	12%	1	168	-1	168	0%
Cc1ccc(-n2c(C)c3c(C)nnc(C)c3c2C)cc1C	10	32	22	5%	.	.	.	.	-1%
COc1ccc(CCN(C)Cc2ccc(OCc3ccccc3)c(OC)c2)cc1OC	.	.	.	-54%	1	151	-1	151	-16%
CCOC(=O)c1cccc(N2C(N)=NC(N)=NC2(C)C)c1	-19	87	106	3%	-2	146	2	146	1%
CC(C)(C)C1CCc2c(sc(NC(=O)c3cccs3)c2C(=O)N2CCCCC2)C1 (configuration not stated)	-18	71	89	-31%	0	150	0	150	6%
C=C(C)c1cccc(C(C)(C)NC(=O)Nc2ccc3[nH]c(=O)[nH]c3c2)c1	6	94	88	-13%	-3	108	3	108	-4%
CCCCCCc1nc2ccccc2c(=O)n1N	19	89	70	8%	-15	148	15	148	-3%
c1ccc(CSc2nnc(-c3cccnc3)o2)cc1	-33	34	67	.	-16	127	16	127	.
Cc1nc(=O)c(-c2ccccc2)c(C)n1-c1ccccc1O	-7	87	94	9%	.	.	.	.	0%
CC1=Nn2c(nnc2-c2ccccc2F)SC1	14	98	85	-1%	1	164	-1	164	-9%
COc1ccc(-n2nnc3c(SCC(=O)NCC4CCCO4)ncnc32)cc1 (configuration not stated)	-25	42	66	-9%	-6	123	6	123	13%
CC(C)OP(C)(=O)CN1CCN(CP(C)(=O)OC(C)C)CC1 (configuration not stated)	-20	101	121	-8%	-8	97	8	97	18%
Cc1ccc(F)cc1NC(=O)c1c(-c2ccccc2)noc1C	25	94	69	16%	5	191	-5	191	0%
CC(/C=C/c1ccc2c(c1)OCO2)=N\NC(=O)COc1ccccc1C	.	.	.	16%	-8	141	7	141	-8%

Quoted at random: four compounds from above.
SMILES	MRP resist rev	MRP resist rev cytotoxicity	MRP resist rev with doxorubicin	PLAP inhibition	IL1B NFkB inh	IL1B NFkB inh cell count 2 µM	IL1B NFkB pot	IL1B NFkB pot cell count 2 µM	Bcl-B TR3 displacers
CC1=Nn2c(nnc2-c2ccccc2F)SC1	14	98	85	-1%	1	164	-1	164	-9%
COc1ccc(CCN(C)Cc2ccc(OCc3ccccc3)c(OC)c2)cc1OC	.	.	.	-54%	1	151	-1	151	-16%
Cc1nc(=O)c(-c2ccccc2)c(C)n1-c1ccccc1O	-7	87	94	9%	.	.	.	.	0%
COc1ccc(-n2nnc3c(SCC(=O)NCC4CCCO4)ncnc32)cc1 (configuration not stated)	-25	42	66	-9%	-6	123	6	123	13%

Among those listed so far, these have a carbonyl joined to an NH by a bond outside any ring:
SMILES	MRP resist rev	MRP resist rev cytotoxicity	MRP resist rev with doxorubicin	PLAP inhibition	IL1B NFkB inh	IL1B NFkB inh cell count 2 µM	IL1B NFkB pot	IL1B NFkB pot cell count 2 µM	Bcl-B TR3 displacers
CC(=O)Nc1ccc(NC(=O)C(F)(F)F)cc1	-7	96	103	.	9	164	-9	164	.
Cc1ccc(C(=O)NCC(C)(C)N2CCOCC2)s1	.	.	.	12%	1	168	-1	168	0%
CC(C)(C)C1CCc2c(sc(NC(=O)c3cccs3)c2C(=O)N2CCCCC2)C1 (configuration not stated)	-18	71	89	-31%	0	150	0	150	6%
C=C(C)c1cccc(C(C)(C)NC(=O)Nc2ccc3[nH]c(=O)[nH]c3c2)c1	6	94	88	-13%	-3	108	3	108	-4%
COc1ccc(-n2nnc3c(SCC(=O)NCC4CCCO4)ncnc32)cc1 (configuration not stated)	-25	42	66	-9%	-6	123	6	123	13%
Cc1ccc(F)cc1NC(=O)c1c(-c2ccccc2)noc1C	25	94	69	16%	5	191	-5	191	0%
CC(/C=C/c1ccc2c(c1)OCO2)=N\NC(=O)COc1ccccc1C	.	.	.	16%	-8	141	7	141	-8%

The list goes on:
SMILES	MRP resist rev	MRP resist rev cytotoxicity	MRP resist rev with doxorubicin	PLAP inhibition	IL1B NFkB inh	IL1B NFkB inh cell count 2 µM	IL1B NFkB pot	IL1B NFkB pot cell count 2 µM	Bcl-B TR3 displacers
C=CCN(C(=O)CCC(=O)O)C1CC(=O)N(c2ccc(OC)cc2)C1=O (configuration not stated)	-3	92	95	-14%	-10	133	10	133	6%
Cc1ccc(OCCCC(=O)N2CCOCC2)cc1	-24	83	107	2%	-7	44	7	44	10%
Cc1nnc(SC(C)C(=O)Nc2ccc(S(=O)(=O)N3CCCCCC3)cc2)s1 (configuration not stated)	7	91	85	-20%	-2	74	3	74	-9%
COc1ccc(CNC(=O)COc2ccc([N+](=O)[O-])cc2)cc1	.	.	.	30%	-7	204	7	204	-6%
O=C(CSc1nc(-c2ccccc2)cs1)Nc1nccs1	4	93	89	17%	-5	125	5	125	-50%
Cc1cc(Nc2ccc(Cl)cc2)n2nnnc2n1	12	103	91	-20%	.	.	.	.	-17%
COc1nc(Nc2ccc(OC)c(Cl)c2)nc(OC)n1	-8	58	66	14%	-9	124	9	124	-6%
CCN(CC)C(=O)C(Sc1ccccc1)c1ccccc1 (configuration not stated)	21	93	72	0%	5	104	-5	104	-11%
O=C(OCC(=O)N1CCN(C(=O)c2ccco2)CC1)c1ccccc1OCc1ccc(Cl)cc1	20	68	47	-63%	.	.	.	.	3%
Cc1ccc(-n2c3c(cc(C(=O)NC4CCSC4=O)c2=O)C(=O)CCC3)cc1 (configuration not stated)	9	88	80	-60%	10	166	-10	166	-10%
O=C(Oc1c(Cl)cc(Cl)c2cccnc12)c1cccs1	-13	27	40	.	2	133	-2	133	.
CC1CN(Cc2ccc(C#N)cc2Cl)CC(C)O1 (configuration not stated)	.	.	.	8%	-51	122	?	.	3%
Cc1cccc(N2CCN(C(=O)C3CCN(S(=O)(=O)c4cnc[nH]4)CC3)CC2)c1C	4	94	90	-55%	.	.	.	.	-14%
CCn1c(=O)c([N+](=O)[O-])c(NCCc2ccccc2)c2ccccc21	.	.	.	8%	9	134	-9	134	18%
COc1ccc(NC(=O)c2cc3c(-c4ccc(OC)c(OC)c4)nn(C)c3s2)cc1OC	-6	10	15	-130%	-18	76	18	76	4%
CCn1c(SC(=O)NC2CCCCC2)nnc1-c1cccs1	.	.	.	4%	-14	139	14	139	-2%
Oc1ccc(-c2nc3ccccn3c2NCc2ccco2)cc1	3	82	79	13%	.	.	.	.	-4%
CCc1nn2cc(-c3ccccc3)nc2s1	-31	59	91	20%	.	.	.	.	-4%
COc1ccc(NC(=O)C2(c3ccc(NC(=O)c4ccc(C)cc4)cc3)CCCC2)cc1	.	.	.	14%	5	208	-87	118	-2%
Cc1nn(Cc2ccccc2)c(C)c1NC(=O)c1noc2c1CCc1ccccc1-2	18	97	78	-52%	5	167	-5	167	0%
Cc1ccc(S(=O)(=O)N(CCCN2CCCC2=O)Cc2cc3c(C)ccc(C)c3[nH]c2=O)cc1	.	.	.	-57%	-1	123	1	123	3%
COC(=O)C(O)(CC(=O)Nc1cc(Cl)ccc1Cl)C(F)(F)F (configuration not stated)	2	97	95	.	3	160	-3	160	.
Cc1ccccc1NC(=O)/C(C#N)=C\c1cccnc1	.	.	.	10%	-7	121	7	121	1%
CCOC(=O)c1ccc(Nc2cc(C)nc(-c3ccccc3O)n2)cc1	.	.	.	21%	.	.	.	.	-4%
COc1ccc(NC(=O)CCS(=O)(=O)c2ccc(OC)cc2)cc1	.	.	.	13%	-19	123	19	123	-8%
COc1ccc(N=Cc2ccc[nH]2)cc1	-10	86	96	13%	.	.	.	.	-6%
Cc1cc(C)n(-c2ccc(N3CCOCC3)nn2)n1	7	97	90	9%	-16	132	16	132	3%
CCOc1c(OC)cccc1C1CC(=O)Nc2cc(OC)c(OC)cc21 (configuration not stated)	.	.	.	.	0	53	0	53	.
COc1ccc(S(=O)(=O)N2CCN(C(=O)c3cccc(Cl)c3)CC2)cc1	5	95	90	-37%	8	74	-8	74	-7%
Cc1nn(Cc2ccccc2Cl)c(C)c1C(=O)N1CCN(c2ccccc2)CC1	1	97	96	-64%	-2	130	2	130	-1%
COc1cc2ccccc2cc1C(=O)Nc1ccc(S(=O)(=O)Nc2cc(C)on2)cc1	.	.	.	-28%	-14	154	14	154	0%
Cc1cc(C)nc(SCC(=O)NCc2ccco2)n1	1	104	102	-54%	6	165	-6	165	8%
COc1ccc(NC(=O)CN2CCN(S(=O)(=O)c3ccc(F)cc3)CC2)cc1Cl	-14	56	70	-8%	12	100	-12	100	-2%
CSc1ccccc1NC(=O)C1CC(c2ccccc2O)=NO1 (configuration not stated)	10	78	68	-7%	-6	165	6	165	-10%
O=C(NCCN1CCCCC1)c1ccco1	4	96	92	.	-30	104	30	104	.
COc1ccccc1-n1cnnc1SCC(=O)NCc1cccs1	0	87	87	27%	-1	196	1	196	9%
CCCCOc1ccc(C(=O)Nc2ccc(N3CCN(C(C)=O)CC3)cc2)cc1	-5	101	105	12%	-8	78	8	78	-1%
CCCS(=O)(=O)N1CCn2c(nc3ccccc32)C1	-15	84	99	10%	-8	72	8	72	3%
COc1cc(OC)c(OC)cc1/C=N/NC(=S)NCC1CCCO1 (configuration not stated)	.	.	.	-13%	-19	168	19	168	-12%
Cn1c(CO)cnc1S(=O)(=O)Cc1ccc([N+](=O)[O-])cc1	.	.	.	9%	.	.	.	.	2%
Cc1ccc(C(=O)Cn2c(C)cc(C)c(C#N)c2=O)cc1	-1	100	101	0%	-18	182	18	182	-3%
CN(C)S(=O)(=O)c1ccc(C(=O)OCn2nnc3ccccc3c2=O)cc1	2	97	95	-28%	-6	169	6	169	-2%
Nn1c(SCC(=O)Nc2ccc3c(c2)OCCO3)nnc1C(F)(F)F	-2	85	87	5%	-3	123	3	123	2%
CC(=O)Oc1c(Cl)cc(Cl)cc1/C=C/c1ccc2ccccc2n1	.	.	.	-1%	1	164	-1	164	-14%
COc1ccc(C2C=C(c3cccs3)Nc3nc(CCCO)nn32)cc1 (configuration not stated)	-13	78	92	-21%	-2	138	2	138	130%
Cc1c(NC(=O)c2ccc(Cl)c(S(=O)(=O)N3CCOCC3)c2)c(=O)n(-c2ccccc2)n1C	7	88	81	-33%	-5	109	5	109	0%
CCOC(=O)CNS(=O)(=O)c1c(C)noc1C	-18	98	116	-14%	1	141	-1	141	4%
CCOC(=O)CSc1nc2sc3c(c2c(=O)[nH]1)CC(C)(C)OC3	-6	81	87	9%	-3	151	3	151	-9%
Cc1cc(-c2ccccc2)n2nc(C)c(C#N)c2n1	-21	51	73	0%	-2	163	2	163	-5%
CCOC(=O)CN1C(=O)c2ccccc2C1=O	23	106	83	7%	9	87	-9	87	-10%
O=C(O)CN(c1ccccn1)S(=O)(=O)c1ccccc1	2	93	91	-8%	-27	176	27	176	-3%
CC(NCc1ccc2c(c1)OCO2)C(=O)NC1CCCc2ccccc21 (configuration not stated)	7	88	81	-3%	10	142	-10	142	-4%
Cn1c(/C=N/NC(=O)c2ccccc2)nc2ccccc21	.	.	.	-39%	-4	168	4	168	-9%
CCC(C)[C@H](NC(=O)NCc1ccc(Cl)cc1)C(=O)OC (some centres not stated)	1	97	96	-6%	-5	52	5	52	9%
O=C1NN(c2ccc(F)c(Cl)c2)C(=O)/C1=C\c1cccc(OC(=O)c2cccs2)c1	0	85	84	-36%	4	156	-4	156	4%
S=c1[nH]nc(-c2ccco2)n1Cc1ccccc1	16	109	93	-24%	4	103	-4	103	12%

A portion of the library, so the mix of outcomes need not match the whole.
